Screening data: PubChem BioAssay, several laboratories
INS promoter inh: TRM-6 insulin promoter activity inhibition; inhibition, % at 2 µM; actives 0.9% (n = 130,000); TRM-6 cells (human fetal islet line), insulin promoter-eGFP reporter, imaging; reporter expression induced with tamoxifen;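 active = inhibition above the mean plus 3 SD, with well images judged a real hit on visual review, cut at about 60% in these data, passing the limit was not always enough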
sdo1 growth: restores growth of sdo1-depleted yeast; S. cerevisiae sdo1-depleted JHY4D growth rescue, OD600 30 h; hits give high values; pdr5 snq2 efflux-pump mutant strain; z-score at 10 µM; actives 0.21% (n = 140,000);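 active = z-score above 3 at both the 24 hr and the 30 hr optical density reads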;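 note: z-score against mean and SD of all compound wells on the same plate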
sdo1 growth Rescue 24 h: recorded beside sdo1 growth, whose call it bears; z-score; S. cerevisiae sdo1-depleted JHY4D growth rescue, OD600; measured here: growth rescue at 24 h;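 0 is the plate mean of compound wells and units are plate SD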
* marks the source's active call; other numbers are inactive results; / = no result given; [ ] = another dose, or the depositor's remark.

sdo1 growth Rescue 24 h | INS promoter inh | sdo1 growth | SMILES
-0.46 | -6 | -0.76 | c1ccc(-c2ccc(-c3nc(-c4ccncc4)no3)cc2)cc1
0.03 | -29 | 1.1 | Cn1cnc([N+](=O)[O-])c1Nc1ccc(O)cc1
/ | 16 | / | Brc1ccc(C2=Nn3c(nnc3-c3ccncc3)SC2)cc1
-0.47 | / | 0.1 | O=C(CN1CCCC1)N/N=C/c1ccc(-c2cccc(Cl)c2)o1
-1.4 | -42 | -1.7 | Cc1ccccc1N=C(NOCc1ccc(Cl)cc1Cl)c1nonc1N
-0.62 | -30 | -0.62 | Cc1cccc(COCC(Cc2ccccc2)N2CCN(C(=O)c3cccc(C)c3)CCC2=O)c1 (configuration not stated)
/ | -24 | / | CCN(C(=O)COc1ccccc1)C1CCCCC1
2.3 | -27 | 2.2 | CC1CC2=C(C(=O)O1)C(C)Nc1ccccc1N2 (configuration not stated)
0.02 | -18 | 0.41 | COc1ccc(C(=O)NNC(=O)c2ccncc2)cc1
-0.16 | 12 | 0.02 | Cc1cc(NC(=O)CCC(=O)N(CC(=O)NCC2CCCO2)c2ccccc2C)no1 (configuration not stated)
1.8 | / | 0.98 | CCN(CC)S(=O)(=O)c1ccc(C)c(NC(=O)COc2ccc(Br)cc2Cl)c1
-0.03 | -16 | 0.66 | CCN(CC)CCN1CCn2c3c(c4cc(C)ccc42)CCCC31 (configuration not stated)
1.3 | 16 | 1.3 | CC(=O)NC1=NC(=O)C(C)S1 (configuration not stated)
0.63 | 15 | 0.23 | COc1ccc(-c2nc(N)n(C(=O)c3ccc(C)cc3)n2)cc1
-0.31 | -21 | 0.31 | COc1ccc(C2=NOC3(CC(=O)N(c4ccc(C)cc4)C3=O)C2)c(OC)c1 (configuration not stated)
/ | 15 | / | CC(C)N(C(=O)CO/N=C/c1cccc([N+](=O)[O-])c1)C(C)C
0.7 | / | 1.6 | O=C(Nc1nccs1)C1CCN(S(=O)(=O)c2cnc[nH]2)CC1
/ | 39 | / | Cc1cc(F)ccc1NCc1ccccc1[N+](=O)[O-]
-1.1 | 24 | -1.6 | CCOC(=O)c1c(-c2ccccc2)csc1NC(=O)c1cccc(N2C(=O)CCC2=O)c1
-0.56 | 8 | 0.18 | Cc1ccc(N2CCN(CCCCN3C(=O)C4CCCN4C3=O)CC2)cc1 (configuration not stated)
-0.11 | 2 | 0.4 | COCc1cc(=O)[nH]c(=S)[nH]1
/ | 6 | / | O=c1[nH][nH]c2cc(=O)n(-c3ccc(Cl)cc3)nc12
0.2 | 31 | 0.62 | O=C(NCc1ccc(N2CCCC2=O)cc1)Nc1ccccc1
-0.01 | 73 | 0.69 | CCCCCC(=O)Nc1ccc(N2CCN(C(=O)CCC)CC2)cc1
1.2 | 32 | 0.62 | CCOC(=O)c1[nH]c(COC(=O)c2ccccc2NC(=O)c2ccco2)c(C(=O)OCC)c1C
0.98 | / | 1[12.8 µM] | Cc1noc(C)c1CN1C(=O)NC2(CCc3ccccc3C2)C1=O (configuration not stated)
0.98 | 15 | 0.85 | CCOC(=O)Cn1nnnc1CN(Cc1ccccc1)Cc1cc2cc(CC)ccc2[nH]c1=O
2 | 11 | 1.7 | CC(=O)Nc1ccc(S(=O)(=O)NCC(=O)OC(C)c2ccccc2Cl)cc1 (configuration not stated)
0.19 | 42 | 0.49 | O=S(=O)(Nc1nc2ccc(S(=O)(=O)N3CCCC3)cc2s1)c1ccc(F)cc1
-0.66 | -188 | 0.11 | CC(=O)SCCC(=O)Nc1ccccc1

Single records (already shown). Values in the order: sdo1 growth Rescue 24 h | INS promoter inh | sdo1 growth
CCN(CC)CCN1CCn2c3c(c4cc(C)ccc42)CCCC31 (configuration not stated) is listed as -0.03 | -16 | 0.66
CCOC(=O)c1c(-c2ccccc2)csc1NC(=O)c1cccc(N2C(=O)CCC2=O)c1 is listed as -1.1 | 24 | -1.6

Additional compounds
sdo1 growth Rescue 24 h | INS promoter inh | sdo1 growth | SMILES
-1.5 | -58 | -1.9 | COC(=O)c1ccccc1NC(=O)CNc1cc(Cl)ccc1N1CCOCC1
0.73 | / | 0.62 | CC(C)OCCCNC(=O)CNC(=O)c1cccs1
-0.8 | -50 | -0.11 | COC(=O)CNC(=O)CSc1nnc(-c2ccc(OC)cc2)n1CC(C)C
0.19 | -26 | -0.73 | COc1cccc(Nc2nnc(SCC(=O)N(CC(C)C)CC(C)C)s2)c1
-1.5 | -9 | -1.6 | S=C(NCCc1ccccc1)NCCc1ccccc1
-0.11 | -52 | -1.3 | CC(C)(C)NC(=O)NC(=O)COC(=O)Cc1coc2ccc3ccccc3c12
-0.41 | -23 | 0.17 | CC1=CN2CC(O)CN=C2C=C1 (configuration not stated)
3.1 | -52 | 2.3 | NS(=O)(=O)c1ccc(CCN2C(=O)/C(=C\c3ccc(Cl)cc3)SC2=S)cc1
-0.57 | 38 | 0.03 | CC(=O)N1CCN2C(=O)C1CCCC(=O)c1cc(C(C)C)ccc12 (configuration not stated)
/ | -15 | / | NC(=O)CSc1nnc(Cn2cnc3ccccc32)o1
-0.23 | -52 | 0.74 | CC1CCCC(C)N1C(=O)CN1C(=O)C(C)(C)Oc2ccc(C(=O)NC3CCCC3)cc21 (configuration not stated)
0.31 | 15 | 0.72 | O=C(O)CCCNC1=NCCC1
0.53 | / | 0.41 | O=C(c1ccc(N2CCOCC2)nc1)N1CCCCC1
0.27 | -15 | -0.13 | CNc1ccccc(-c2ccc3ccccc3n2)c1=O
-0.59 | -36 | -0.53 | CN(CC(=O)NCc1ccc2c(c1)OCO2)S(=O)(=O)c1ccc(Br)s1
-2.2 | / | -2.8 | Cc1ccc(-n2c(C)cc(C3N=C(N)Nc4nc5ccccc5n43)c2C)c(C)c1 (configuration not stated)
-0.2 | / | 0.15 | CCOC(=O)c1cnc(SCc2nc(N)nc(Nc3ccccc3OC)n2)nc1N
-0.73 | 35 | -1.7 | CCc1ccc(N(CC)C(=O)c2ccc3c(Cl)c4c(nc3c2)CCC4)cc1
/ | -78 | / | COc1cccc(C(=O)N2CCN(C(=O)Cc3ccccc3)CC2)c1
-0.57 | 19 | 0.84 | O=C(NCCCO)/C(=C\c1cn(-c2ccccc2)nc1-c1cccnc1)NC(=O)c1ccccc1
-0.37 | 20 | -0.46 | CCC(=O)c1cc2c(C)cc(=O)oc2c(C)c1OC(=O)C(C)C
-0.62 | 9 | -0.88 | COCCn1c(C)cc(C(=O)CSc2nc(C)cc(C)c2C#N)c1C
-1.4 | -3 | -1.8 | COc1cc(OC)c(C2=NOC(C(=O)N3CCc4ccccc4C3)C2)cc1Cl (configuration not stated)
/ | 9 | / | COc1cccc(C2C3=C(CC(C)(C)CC3=O)Nc3cc(OC)c(OC)cc32)c1 (configuration not stated)
/ | 19 | / | Cc1c(CN2CCCC(C)C2)c(O)n(CCO)c(=O)c1C#N (configuration not stated)
0.4 | -27 | -0.98 | O=C(Nn1c(O)c(C=C2N=c3ccccc3=N2)sc1=S)c1cccc(Cl)c1
0.01 | -44 | 0.37 | CC(C)(C)SCCNS(=O)(=O)c1ccc(F)cc1
-0.56 | / | -0.47 | CCCC(=O)Nc1ccc(C(=O)NCc2ccccc2Cl)cc1
1.1 | -28 | 1.6 | O=C1CC(C(=O)Nc2ccc(O)c(C(=O)O)c2)C(c2ccccc2)O1 (configuration not stated)
-0.67 | / | -0.79 | Cc1ccc(OCC(=O)Nc2ccccc2Sc2ccc(Cl)cc2)c([N+](=O)[O-])n1
-0.47 | / | -0.08 | COc1cccc(C(=O)NCC(=O)N/N=C/c2cccc(OC(=O)c3ccc([N+](=O)[O-])cc3)c2)c1
-0.72 | 14 | -0.54 | CCN(c1ccccc1)S(=O)(=O)c1ccc(F)cc1
-1.3 | / | -1.7 | CCOC(=O)Cc1csc(NC(=S)NC(=O)c2ccc(Cl)cc2)n1
-0.47 | 50 | -0.25 | COC(=O)c1nc(-c2ccccc2)oc1N(C)C
0.66 | -41 | -0.18 | COc1ccc(-c2onc3ccc(Br)cc23)cc1
0.23 | / | -0.95 | CCC(=O)Nc1nonc1-c1nc2ccccc2n1CCC(C)C
0.9 | -25 | 0.01 | Cc1ccc(Cc2nnc3n(-c4cccc(C)c4)nc(C(=O)c4ccccc4)n3c2=O)cc1
-1.5 | -191 | -1.2 | Cc1ccc2c(=O)c(C(=O)NCc3cccs3)c[nH]c2c1
-0.51 | 15 | -1.5 | COc1ccccc1-c1nnc(SC2CCc3ccccc3NC2=O)s1 (configuration not stated)
0.11 | / | 0.19 | CCNS(=O)(=O)c1ccc(CCC(=O)Nc2cc(Cl)ccc2Oc2ccccc2)cc1
2.3 | -18 | 1.4 | O=C(CSc1nnc(NC(=O)c2ccco2)s1)NC1CCCCC1
/ | -22 | / | CC(C)(C)C(=O)[C@@H]1[C@@H]2C(=O)N(C3CCCCC3)C(=O)[C@@H]2[C@H]2c3ccccc3C=CN12
-0.61 | 8 | -0.51 | Cc1cccc(N2CCN(C(=O)Cc3ccc(-n4c(=O)[nH]c5ccsc5c4=O)cc3)CC2C)c1 (configuration not stated)
1.9 | / | 1.4 | O=C(Nc1ncc(Cc2cccc(Cl)c2)s1)C1=NCCN1
-0.6 | -13 | -0.01 | Cc1cc(C)c(C)c(S(=O)(=O)N2CCC(C(=O)Nc3ccccc3N3CCOCC3)CC2)c1C
-0.25 | -13 | -0.17 | C=CCn1c(SCC(=O)NCc2ccccc2)nnc1-c1cc(Br)ccc1O
/ | -36 | / | CN(C)S(=O)(=O)c1cccc(C(=O)c2nccn2C)c1
-0.57 | -4 | -0.36 | CCCS(=O)(=O)C(=C(Nc1ccccc1)Nc1ccccc1)S(=O)(=O)CCC
0.28 | -13 | 0.64 | COc1ccc(F)cc1S(=O)(=O)N1CCC(C(N)=O)CC1
-0.99 | 12 | -0.22 | CCOC(=O)Cc1csc(SCC(=O)c2c(N)n(CC(C)C)c(=O)n(C)c2=O)n1
-1.4 | -38 | -1.5 | CCCc1cc(C(=O)N2CCN(c3ccccc3C)CC2)cs1
-1.4 | 12 | -1.9 | Clc1ncnc2scc(C3COc4ccccc4O3)c12 (configuration not stated)
0.17 | 0 | 0.49 | Cc1cc(C)c(-c2cc(C(F)(F)F)no2)c(=O)[nH]1
-1.9 | 23 | -1.1 | CCCC1CCC(=NNC(=O)CNc2ccc(OC)cc2)CC1 (configuration not stated)
0.61 | -43 | 1.4 | O=C1C(Cl)=C(NCC2CCCO2)C(=O)N1c1cccc(Cl)c1Cl (configuration not stated)
0.03 | 18 | -0.39 | O=C1c2cccc(OCC(=O)N3N=C(c4cccs4)CC3c3ccc(F)cc3)c2CCN1Cc1ccccc1 (configuration not stated)
-0.45 | -44 | -0.23 | CCOC(=O)C(NC(=O)N1CCCCC1)(c1ccccc1)C(F)(F)F (configuration not stated)
-0.31 | / | 0.13 | Cc1cc(C)nc(-n2nc(C)c3c(=O)[nH]c(C(F)(F)F)nc32)n1
-0.69 | / | -1.3 | CCn1c(CSc2nc3ccccc3n2C)nc2ccccc21
/ | 56 | / | O=C(O)C1CCC(Cn2c(SCc3cc(=O)n4cc(Br)ccc4n3)nc3ccsc3c2=O)CC1 (configuration not stated)

14 entries from above, ordered by heavy-atom count, descending:
sdo1 growth Rescue 24 h | INS promoter inh | sdo1 growth | SMILES
0.03 | 18 | -0.39 | O=C1c2cccc(OCC(=O)N3N=C(c4cccs4)CC3c3ccc(F)cc3)c2CCN1Cc1ccccc1 (configuration not stated)
-0.47 | / | -0.08 | COc1cccc(C(=O)NCC(=O)N/N=C/c2cccc(OC(=O)c3ccc([N+](=O)[O-])cc3)c2)c1
-0.61 | 8 | -0.51 | Cc1cccc(N2CCN(C(=O)Cc3ccc(-n4c(=O)[nH]c5ccsc5c4=O)cc3)CC2C)c1 (configuration not stated)
0.11 | / | 0.19 | CCNS(=O)(=O)c1ccc(CCC(=O)Nc2cc(Cl)ccc2Oc2ccccc2)cc1
/ | -22 | / | CC(C)(C)C(=O)[C@@H]1[C@@H]2C(=O)N(C3CCCCC3)C(=O)[C@@H]2[C@H]2c3ccccc3C=CN12
-0.25 | -13 | -0.17 | C=CCn1c(SCC(=O)NCc2ccccc2)nnc1-c1cc(Br)ccc1O
-0.51 | 15 | -1.5 | COc1ccccc1-c1nnc(SC2CCc3ccccc3NC2=O)s1 (configuration not stated)
-0.45 | -44 | -0.23 | CCOC(=O)C(NC(=O)N1CCCCC1)(c1ccccc1)C(F)(F)F (configuration not stated)
2.3 | -18 | 1.4 | O=C(CSc1nnc(NC(=O)c2ccco2)s1)NC1CCCCC1
-0.69 | / | -1.3 | CCn1c(CSc2nc3ccccc3n2C)nc2ccccc21
-1.5 | -191 | -1.2 | Cc1ccc2c(=O)c(C(=O)NCc3cccs3)c[nH]c2c1
-1.4 | 12 | -1.9 | Clc1ncnc2scc(C3COc4ccccc4O3)c12 (configuration not stated)
-0.72 | 14 | -0.54 | CCN(c1ccccc1)S(=O)(=O)c1ccc(F)cc1
-0.47 | 50 | -0.25 | COC(=O)c1nc(-c2ccccc2)oc1N(C)C

More structures follow:
sdo1 growth Rescue 24 h | INS promoter inh | sdo1 growth | SMILES
1.4 | 25 | 0.02 | O=S(=O)(Cc1cc(Sc2ccc(Cl)cc2)nc(-c2ccccc2)n1)c1ccccc1
-1.1 | -3 | -1.6 | Cc1ccc(-c2nc3ccccc3[nH]2)cc1NC(=S)NC(=O)c1ccccc1Br
1.6 | / | 0.87 | COc1cc(C2C(C(=O)Nc3ccccc3OC)=C(C)Nc3ncnn32)ccc1O (configuration not stated)
0.36 | -41 | 0.71 | CCOC(=O)Cc1csc(NC(=O)Cc2ccc([N+](=O)[O-])cc2)n1
-1.9 | -8 | -1.4 | Clc1ccc(C(c2nnnn2C2CCCC2)N2CCSCC2)cc1 (configuration not stated)
-1.1 | -35 | -0.33 | Cc1cc(C)n2cc(CSCC(=O)O)nc2n1
-1.7 | 0 | -1.2 | CCSc1nc2nn(-c3ccccc3)c(=O)c-2c2n1CCCCC2
-1.3 | 3 | -0.1 | O=C(CN1C2CCC1CC(NC(=O)C1CC1)C2)NCc1ccccc1 (configuration not stated)
